Rin1 Abl inh: blocks binding of human Rin1 to Abl; P00519+Q13671; TR-FRET Rin1/Abl binding, biochemical; inhibition, % at 7.35 µM; 360,000 tested, 0.4% active; AID 588664; in the data active = inhibition above about 5%, passing the limit was not always enough
MsrA inh: bovine MsrA inhibition; purified bovine MsrA, absorbance read-out; 360,000 tested, 0.75% active; AID 651718; inhibition, % at 15.5 µM; in the data active = inhibition above about 4.5%;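 also: 0% = vehicle wells with enzyme and 100% = reference inhibitor wells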
bovine MsrA act: bovine methionine sulfoxide reductase A activation. purified bovine MsrA, absorbance read-out. activation, % at 10.6 µM. 360,000 tested, 0.3% active. AID 602163; in the data active = activation above about 7.5%;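 also: 0% = vehicle and 100% = reference activator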
MT1-MMP act inh: inhibitors of human MT1-MMP activation. GFP/RFP ratio change, % at 20 µM. 360,000 tested, 0.061% active. HT1080 RFP-PRO-GFP cells, GFP/RFP ratio fluorescence, overnight; percent of plate control window, DMSO zero. AID 651647;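 active = GFP/RFP ratio change of at least 30% with cell ATP level not reduced by more than half and red fluorescence within 50% of control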; also: strong numbers were not always called active
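Assay system: HT1080 RFP-PRO-GFP cells. Benchmarks: DMSO vehicle wells and RFP-L50D-GFP reporter cell wells. Times: overnight cell settling, then overnight compound exposure, 37 °C, 5% CO2. Compound: 20 µM single dose, 1% DMSO. Read-out basis: GFP/RFP fluorescence ratio.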
MLLE-PAM2 inh: blocks PAM2 peptide binding to the PABP1 MLLE domain. inhibition, % at 20 µM. GST-MLLE / FITC-PAM2 fluorescence polarization. P11940. 360,000 tested, 0.36% active; in the data active = inhibition above about 35%, passing the limit was not always enough;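 also: plate controls were DMSO wells with GST-MLLE for no effect and wells lacking GST-MLLE protein for full effect; some results filed as inactive read as strong as hits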
Target sequence (P11940 whole entry, looked up, the tested form may be a part): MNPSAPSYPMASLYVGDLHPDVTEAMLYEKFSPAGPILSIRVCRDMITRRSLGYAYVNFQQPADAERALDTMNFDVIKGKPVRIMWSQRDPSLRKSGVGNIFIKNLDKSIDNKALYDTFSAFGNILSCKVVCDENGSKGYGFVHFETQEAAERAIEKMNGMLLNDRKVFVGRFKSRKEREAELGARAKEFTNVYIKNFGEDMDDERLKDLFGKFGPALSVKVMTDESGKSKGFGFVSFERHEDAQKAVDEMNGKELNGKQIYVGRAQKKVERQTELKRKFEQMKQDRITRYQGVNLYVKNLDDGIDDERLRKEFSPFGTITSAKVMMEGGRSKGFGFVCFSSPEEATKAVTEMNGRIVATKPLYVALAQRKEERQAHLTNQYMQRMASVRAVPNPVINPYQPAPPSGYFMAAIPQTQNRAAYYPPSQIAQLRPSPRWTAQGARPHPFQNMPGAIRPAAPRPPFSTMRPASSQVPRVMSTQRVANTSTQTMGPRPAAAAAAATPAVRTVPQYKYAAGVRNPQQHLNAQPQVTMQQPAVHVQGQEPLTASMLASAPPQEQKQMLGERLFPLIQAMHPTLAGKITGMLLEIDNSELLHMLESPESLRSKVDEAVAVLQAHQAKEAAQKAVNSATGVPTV
Rpn11 inh: Rpn11 (human) deubiquitinase inhibition. AID 588493. 360,000 tested, 0.59% active. calls only at 20 µM. human 26S proteasome, Ub4-pepOG fluorescence polarization; 20S core pre-blocked with epoxomicin;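 active = inhibition at 20 µM, scaled to each plate's controls, above about 33%, limit read from the data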
Target sequence (O00487 whole entry, looked up): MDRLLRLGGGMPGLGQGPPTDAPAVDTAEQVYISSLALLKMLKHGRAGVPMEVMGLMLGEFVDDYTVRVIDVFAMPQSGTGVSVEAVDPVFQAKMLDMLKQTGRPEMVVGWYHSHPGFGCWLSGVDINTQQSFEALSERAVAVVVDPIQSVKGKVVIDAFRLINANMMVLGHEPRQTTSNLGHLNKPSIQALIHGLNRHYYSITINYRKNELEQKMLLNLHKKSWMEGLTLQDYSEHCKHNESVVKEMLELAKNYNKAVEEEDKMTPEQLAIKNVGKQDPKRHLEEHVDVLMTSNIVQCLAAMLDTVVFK
CSN deneddyl inh: inhibitors of human CSN-mediated cullin deneddylation | Purified CSN, SCF-Nedd8-OG deneddylation, fluorescence polarization | 360,000 tested, 0.38% active | AID 651999 | inhibition, % at 12.5 µM | Q92905;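 active = pattern-corrected inhibition above about 35%, with an unprinted fluorescence ratio check between 0.5 and 1.5, limit read from the data, passing the limit was not always enough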;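 also: 0% = enzyme with substrate and 100% = substrate without enzyme; some results filed as inactive read as strong as hits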
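Test system: Human Csn5 produced in HEK293T cells | Compound: 12.5 µM single point | Times: 90 min, room temperature | Signal: Fluorescence polarization readout | Read-out basis: % inhibition of substrate cleavage by Csn5 | Controls: no-enzyme wells high, enzyme-with-substrate wells low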
FAS-TE inh: blocks the thioesterase domain of human fatty acid synthase; recombinant FAS-TE, OMFH fluorogenic substrate, fluorescence endpoint; AID 602261; 360,000 tested, 0.67% active; inhibition, % at 15 µM;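 active = compounds whose normalised, plate-corrected inhibition of enzyme fluorescence in the single-dose primary screen is 50% or more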;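 also: 0% = DMSO with enzyme and 100% = substrate without enzyme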
E coli Lon inh: inhibitors of E. coli Lon protease | P0A9M0 | purified E. coli Lon protease, fluorescence polarization | inhibition, % at 7.94 µM | 360,000 tested, 0.42% active | AID 602123; in the data active = inhibition above about 13%, passing the limit was not always enough;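 also: 0% = enzyme with probe and DMSO and 100% = no enzyme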
Starred values were filed as active, the others as inactive; i = inactive; nt = no result given. Compounds as they come. About 3.7% of those tested had a hit in this group.

SMILES	Rin1 Abl inh	MsrA inh	bovine MsrA act	MT1-MMP act inh	MLLE-PAM2 inh	Rpn11 inh	CSN deneddyl inh	FAS-TE inh	E coli Lon inh
CCC(C)C1C(C#N)=C(N)Oc2n[nH]c(-c3ccccc3)c21 (stereo not given)	2	0.5	0	-3	11	i	1	32	-2
N#Cc1cc(-c2ccccc2)nnc1Sc1ccccc1	0	-0.1	-2	2	-4	i	3	5	8
O=C(Oc1ccccc1C(=O)N1CCOCC1)c1cccc(Br)c1	-1	1.6	-8	4	10	i	-5	-2	-7
CCOC(=O)C1CCN(C(=O)c2ccco2)CC1	-1	2.4	2	2	3	i	-4	-6	-11
COC(=O)c1ccc(C)c(NC(=O)c2c(-c3ccccc3)noc2C)c1	-3	-0.5	0	-1	-9	i	1	1	0
O=C(NCc1cccnc1)c1csc([C@H]2C[C@H](O)[C@@H](CO)O2)n1	-6	0.4	-1	0	-7	i	-1	-13	-10
Cc1cccc(/C=N/NC(=O)Cc2ccc(Cl)cc2)c1O	-3	0.6	-6	-5	16	i	0	22	12
CC(C)CN1C(=O)c2ccc(NC(=O)c3ccco3)cc2C1=O	2	0.2	-2	-2	3	i	-1	0	-2
NCCCC[C@H]1CNC(=O)C(=O)N1CCc1cccc(F)c1	-1	-0.4	-4	1	9	i	-2	-7	-4
COCCNC(=O)c1cc2cc3ccc(OC)cc3nc2o1	-4	4.8*	-5	2	0	i	-3	-2	-7
Cc1nonc1N1CCN(Cc2cn[nH]c2-c2ccc3c(c2)OCO3)CC1	1	-0.5	-3	3	1	i	3	-4	-11
O=C(COC(=O)c1cccc(Cl)c1)NC1CCCCCCC1	0	-0.1	6	-2	0	i	-2	8	-4
COCC(C)N=C1NN=C(c2c[nH]c3ccccc23)CS1 (stereo not given)	-6	2.5	-10	-3	-34	i	5	-8	4
CCOC(=O)c1nc(C)nc(Sc2n[nH]c(-c3cc(C(F)(F)F)cc(C(F)(F)F)c3)n2)c1C	0	-0.6	-8	1	-11	i	-4	11	13
Cc1cccc(NS(=O)(=O)c2ccc(C)c(C(=O)NCC(c3cccs3)N(C)C)c2)c1 (stereo not given)	3	-1.0	-5	3	2	i	-3	-1	-17
CCOC(=O)CN(C(=O)c1ccccc1[N+](=O)[O-])C(C)(C)C	1	0.1	1	-1	-6	i	-3	-5	4
CSc1ccc(CN2C(=O)C(C)ON=C2c2ccccc2F)cc1 (stereo not given)	-3	0.6	-2	0	5	i	-4	11	-1
O=C(O)/C=C/c1cn(-c2ncc(C(F)(F)F)cc2Cl)c2ccccc12	0	1.9	-13	-1	6	i	-1	0	-5
COc1ccc(C2=Nn3c(nnc3-c3ccc(OC)cc3)SC2)cc1	-4	1.4	-1	20	1	i	4	10	4
CCOC(=O)Nc1ccc(S(=O)(=O)Nc2onc(C)c2C)cc1	0	0.6	-5	1	-5	i	-5	1	-7
CCN1/C(=C\C=C(C(C)=O)C(C)=O)Sc2ccccc21	-62	-1.1	-1	-113	-142	nt	130	-32	-463
CCC1CCCCN1S(=O)(=O)c1ccc([N+](=O)[O-])cc1 (stereo not given)	-6	0.6	-6	1	16	i	-1	2	4
CC(C)COc1ccc(C(=O)N(Cc2ccco2)C2CCS(=O)(=O)C2)cc1 (stereo not given)	2	-0.2	1	-1	2	i	-4	2	-3
C/C(CC(=O)N1CCN(C=O)CC1)=N\NC(=O)c1cccc([N+](=O)[O-])c1	5	0.1	-4	5	-4	i	2	1	3
Cc1c(C)n2c3c(cccc13)CC2	0	2.3	0	-2	-8	i	-4	-4	-4

Continued.
SMILES	Rin1 Abl inh	MsrA inh	bovine MsrA act	MT1-MMP act inh	MLLE-PAM2 inh	Rpn11 inh	CSN deneddyl inh	FAS-TE inh	E coli Lon inh
COc1ccccc1OCCNC(=O)c1ccco1	-4	1.0	-2	4	-7	i	-2	-2	2
O=C(CCS(=O)(=O)c1ccccc1)Nc1nc(-c2ccccn2)cs1	-1	-0.7	-3	1	-8	i	0	-4	-9
CCOc1ccc(N(C)S(=O)(=O)c2cnc[nH]2)cc1	3	0.6	-2	-2	-13	i	-2	-15	-5
C=C(C)C(=O)N1CC2(CC(c3cccc(NC(=O)/C=C\C=C/C)c3)=NO2)C[C@H]1C(N)=O (stereo not given in full)	-2	0.2	-4	0	17	i	11	-15	-9
COc1ccc(C(=O)NCC(=O)OCC(=O)c2ccccc2Br)cc1OC	0	0.8	-2	4	0	i	2	-7	-2
CC(=O)NC1(c2ccccc2)CCN(c2nc(C)cc(C)n2)CC1	0	2.9	-1	4	-6	i	6	-4	-6
Cn1ncc2c(NNC(=O)Cc3cccc4ccccc34)ncnc21	-2	-0.3	-3	2	11	i	-10	-10	1
CC(C)CCn1c(CN2CCOCC2)nc2c1c(=O)n(C)c(=O)n2C	-3	0.5	1	1	6	i	0	-6	-7
COc1cc(NC(=O)CSC(=S)N2CCCC2)c(OC)cc1Cl	-2	0.0	-2	-7	0	i	-4	17	-2
Cc1ccc2cc3c(NC(=O)CC(C)C)nn(C)c3nc2c1	-1	0.7	-3	1	-15	i	1	-1	-2
CCc1c(C)nc2c(-c3ccccc3)c(-c3ccccc3)[nH]n2c1=O	2	-2.4	-1	-8	-29	i	-1	-2	-5
O=C(NNC(=S)Nc1ccc(OC(F)F)cc1)c1cc2c(s1)CCCC2	-1	0.7	-7	-1	35	i	-2	-4	12
CCOc1ccc(C(=O)NNC(=O)CN2C(=O)C3CC=CCC3C2=O)cc1OC (stereo not given)	2	-0.5	-3	-1	-8	i	-2	-9	3
O=C(Nc1nnc(SCc2ccc(Cl)cc2)s1)C1CC(=O)N(Cc2ccccc2)C1 (stereo not given)	-2	0.5	-11	3	-4	i	-4	9	0
NC(=O)C1CCN(C(=O)c2ccc3c(=O)n(Cc4ccco4)c(SCC(=O)c4ccccc4)nc3c2)CC1	3	1.0	-5	-2	18	i	-2	4	-1
C/C(=N/NC(=O)CNc1ccc(Cl)cc1C)c1ccc(C)cc1	-3	-0.5	0	1	-2	i	-1	3	-1
O=C(COC(=O)c1ccco1)NCc1ccc(Cl)cc1	1	0.1	-2	-2	-9	i	1	-3	-1
O=C(Cn1nc(C(F)(F)F)cc1C1CC1)NCc1ccccc1F	0	-0.1	-3	5	-8	i	0	-9	3
O=C(CNC(=O)[C@@H]1Cc2ccccc2CN1)Nc1ccc2c(c1)OCO2	4	-1.0	-4	2	2	i	2	-5	-1
COc1ccc(NC(=O)CCCC(=O)OCC(=O)c2cccc(OC)c2)cc1	0	0.3	-11	-1	-2	i	3	0	-6
CC(C)=CCc1c(O)ccc2c1OC(c1ccc(O)c(O)c1)CC2=O (stereo not given)	2	1.1	-5	-21	-19	i	3	-2	-12
O=C(NC1=NCCS1)c1cccc(Br)c1	-1	-1.4	-9	4	-5	i	3	-3	5
Cc1ccc(OCc2cc(C(=O)N3CCCC3)no2)cn1	0	-1.3	-9	3	6	i	-4	-3	1
O=C(c1ccc2c(=O)n(Cc3ccccc3)c(=S)[nH]c2c1)N1CCCC1	0	0.4	-1	0	-74	i	6	0	4
CC1CC(C)CN(S(=O)(=O)N2CCCC(C(=O)NCCCN3CCOCC3)C2)C1 (stereo not given)	2	-0.9	-3	-1	9	i	0	-6	-2

3 entries from above, arranged by the value under E coli Lon inh, lowest first.
Molecule | Rin1 Abl inh | MsrA inh | bovine MsrA act | MT1-MMP act inh | MLLE-PAM2 inh | Rpn11 inh | CSN deneddyl inh | E coli Lon inh
Cc1cccc(NS(=O)(=O)c2ccc(C)c(C(=O)NCC(c3cccs3)N(C)C)c2)c1 (stereo not given) | 3 | -1.0 | -5 | 3 | 2 | i | -3 | -17
CSc1ccc(CN2C(=O)C(C)ON=C2c2ccccc2F)cc1 (stereo not given) | -3 | 0.6 | -2 | 0 | 5 | i | -4 | -1
Cn1ncc2c(NNC(=O)Cc3cccc4ccccc34)ncnc21 | -2 | -0.3 | -3 | 2 | 11 | i | -10 | 1

Full records from above:
`O=C(CNC(=O)[C@@H]1Cc2ccccc2CN1)Nc1ccc2c(c1)OCO2` reads Rin1 Abl inh = 4; MsrA inh = -1.0; bovine MsrA act = -4; MT1-MMP act inh = 2; MLLE-PAM2 inh = 2; Rpn11 inh = i; CSN deneddyl inh = 2; FAS-TE inh = -5; E coli Lon inh = -1
`O=C(c1ccc2c(=O)n(Cc3ccccc3)c(=S)[nH]c2c1)N1CCCC1` reads Rin1 Abl inh = 0; MsrA inh = 0.4; bovine MsrA act = -1; MT1-MMP act inh = 0; MLLE-PAM2 inh = -74; Rpn11 inh = i; CSN deneddyl inh = 6; FAS-TE inh = 0; E coli Lon inh = 4
`CC(C)=CCc1c(O)ccc2c1OC(c1ccc(O)c(O)c1)CC2=O` (stereo not given) reads Rin1 Abl inh = 2; MsrA inh = 1.1; bovine MsrA act = -5; MT1-MMP act inh = -21; MLLE-PAM2 inh = -19; Rpn11 inh = i; CSN deneddyl inh = 3; FAS-TE inh = -2; E coli Lon inh = -12

The list continues.
SMILES	Rin1 Abl inh	MsrA inh	bovine MsrA act	MT1-MMP act inh	MLLE-PAM2 inh	Rpn11 inh	CSN deneddyl inh	FAS-TE inh	E coli Lon inh
CCC(C)n1ncn(-c2ccc(N3CCN(c4ccc(O)cc4)CC3)cc2)c1=O (stereo not given)	2	1.3	-4	2	-9	i	-14	-5	-9
Cc1ccc(NC(=O)CCCCCN2C(=O)[C@@H]3Cc4ccccc4CN3C2=O)c(Cl)c1	2	-1.4	-8	0	10	i	1	14	8
Cc1ccc(CN(C(=O)COc2cccc(C)c2C)C2CCS(=O)(=O)C2)o1 (stereo not given)	0	-0.8	-2	-6	-3	i	3	-3	0
O=C(NCCCc1ccccc1)c1ccc(F)cc1	1	nt	-1	-1	-10	i	2	0	2
CCc1n[nH]c(=S)n1/N=C/c1ccccc1OCc1ccc(Cl)cc1	1	0.4	-2	0	-78	i	-1	-4	-2
O=C1CC(C(=O)N2CCN(c3ccc(F)cc3)CC2)CN1CCc1ccccc1 (stereo not given)	-3	-0.3	1	2	3	i	4	-3	2
N#Cc1cccc(OCC(=O)NC(=O)NCc2ccccc2)c1	0	-0.2	-3	2	3	i	-4	0	-3
S=c1[nH]nc(-c2ccc(Cl)cc2)n1-c1ccc(Cl)cc1	-3	0.9	-6	4	-29	i	9	0	-4
CCNc1nc(NCC)nc(N/N=C/c2ccc(OC)cc2)n1	0	0.7	-5	3	3	i	3	-3	6

Bioassay records as filed in PubChem.
